IL1B cytotox: cytotoxicity in IL-1B stimulated HUVEC, primary screen, cytotoxicity control for IL-1B NFkB translocation project, imaging, Hoechst nuclear count, IL-1B stimulus; AID 845, 2007; 94,000 tested, 0.41% active; cell count reduction, % at 2 µM; HUVEC cell count loss;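 active = cell count reduction more than 3 SD above the screen-wide mean, cut at about 70% in these data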;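 also: normalized per plate to untreated control cells as the no-loss baseline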
TNFa cytotox: cytotoxicity in TNFa-stimulated HUVEC, primary screen, cytotoxicity control for VCAM1 expression modulator project, imaging, Hoechst nuclei count; HUVEC TNFalpha-stimulated, Hoechst cell count; cell count reduction, % at 2 µM; 93,000 tested, 0.17% active; AID 848, 2007;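 active = cell count reduction exceeding the screen mean by over 5 SD, scaled to untreated wells per plate, cut at about 78% in these data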;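 also: cells counted after 24 h of TNF alpha exposure following the 1 h pretreatment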
ERb coact inh: inhibitors of ERβ-SRC1 coactivator interaction, primary screen, biochemical, TR-FRET, ERβ LBD, SRC-1 peptide | Estrogen receptor beta (Homo sapiens), Q92731 | TR-FRET ER-beta LBD / SRC1-Cy5 peptide binding; receptor agonist-loaded with 1 µM estradiol | inhibition, % at 25.6 µM | 86,000 tested, 1.3% active;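 active = compounds whose percent inhibition of the receptor-coactivator binding signal exceeds about 50% in the single-dose screen, limit read from the data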;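 also: 0% = receptor plus peptide wells without compound and 100% = peptide-only wells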
F-actin modifier: modifiers of F-actin cytoskeleton organization, primary screen, imaging, HUVEC, phalloidin staining, high-content imaging. HUVEC TNFa F-actin phalloidin imaging. 91,000 tested, 0.18% active. inhibition, % at 2 µM;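 active = inhibition above the batch mean plus 3 SD and confirmed as a hit by visual image inspection, cut at about 30% in these data, passing the limit was not always enough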; also: strong numbers were not always called active
Smad3 inh: Smad3/FoxH1 peptide binding inhibitors, primary screen, biochemical, TR-FRET; inhibition, % at 25 µM; TR-FRET Smad3/Dy647-FoxH1 peptide binding, europium anti-His; AID 630, 2007; 88,000 tested, 0.29% active; Mothers against decapentaplegic homolog 3 (Homo sapiens), P84022;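 active = compounds that reduce the energy-transfer binding signal between the protein and its labelled peptide by more than half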;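 also: 0% = Smad3 plus labelled peptide maximal FRET and 100% = peptide-only background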
Target sequence (P84022 whole entry, looked up): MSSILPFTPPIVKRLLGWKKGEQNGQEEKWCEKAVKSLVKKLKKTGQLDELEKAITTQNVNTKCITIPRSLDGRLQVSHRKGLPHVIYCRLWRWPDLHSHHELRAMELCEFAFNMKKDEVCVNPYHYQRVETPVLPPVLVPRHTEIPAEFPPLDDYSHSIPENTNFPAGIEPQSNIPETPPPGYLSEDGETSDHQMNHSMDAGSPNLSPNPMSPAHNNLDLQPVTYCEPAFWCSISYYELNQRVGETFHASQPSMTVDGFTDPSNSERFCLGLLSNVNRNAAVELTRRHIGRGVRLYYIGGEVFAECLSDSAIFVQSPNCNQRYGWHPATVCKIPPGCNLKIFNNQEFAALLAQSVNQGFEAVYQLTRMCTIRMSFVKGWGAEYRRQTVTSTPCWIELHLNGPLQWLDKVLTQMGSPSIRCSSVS
sEH activator: soluble epoxide hydrolase activators, primary screen, biochemical, human sEH; Bifunctional epoxide hydrolase 2 (Homo sapiens), P34913; purified human sEH enzymatic activity, activator screen; activation, % at 2 µM; 91,000 tested, 0.04% active; in the data active = activation above about 37%; also: values of inactives mirror those of a sister screen read the other way
Target sequence (P34913 whole entry, looked up): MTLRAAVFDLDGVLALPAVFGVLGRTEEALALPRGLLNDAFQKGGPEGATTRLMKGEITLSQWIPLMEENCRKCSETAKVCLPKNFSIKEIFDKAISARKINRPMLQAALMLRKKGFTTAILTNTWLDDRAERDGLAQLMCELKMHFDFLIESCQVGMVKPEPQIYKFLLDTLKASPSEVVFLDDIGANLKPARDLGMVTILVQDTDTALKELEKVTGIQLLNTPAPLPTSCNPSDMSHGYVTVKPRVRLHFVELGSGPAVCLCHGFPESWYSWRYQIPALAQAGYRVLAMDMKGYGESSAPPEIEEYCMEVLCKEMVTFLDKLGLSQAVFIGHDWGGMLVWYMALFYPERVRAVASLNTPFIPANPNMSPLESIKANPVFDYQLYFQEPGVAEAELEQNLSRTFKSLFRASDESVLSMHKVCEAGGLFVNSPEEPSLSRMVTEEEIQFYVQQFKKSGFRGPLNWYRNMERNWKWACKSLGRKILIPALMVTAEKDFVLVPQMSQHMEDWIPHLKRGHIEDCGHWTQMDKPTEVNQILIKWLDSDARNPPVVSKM
sEH inh: soluble epoxide hydrolase inhibitors, primary screen, biochemical, human sEH; recombinant human sEH enzymatic activity assay; Bifunctional epoxide hydrolase 2 (Homo sapiens), P34913; 91,000 tested, 0.34% active; inhibition, % at 2 µM; AID 707, 2007; in the data active = inhibition above about 80%; also: values of inactives mirror those of a sister screen read the other way; many of its hits are not listed in these tables
VCAM1 TNFa inh: inhibitors of TNFa-induced VCAM1 expression, primary screen, imaging, HUVEC, TNFa stimulus, immunofluorescence. HUVEC TNFa-induced VCAM-1 immunofluorescence, high-content imaging. 95,000 tested, 0.48% active. inhibition, % at 2 µM;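 active = inhibition above the batch mean plus 3 SD, with images confirmed as a hit by eye, cut at about 37% in these data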;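 also: 0% = TNF-stimulated DMSO wells and 100% = unstimulated control wells; not every result past the cut was called active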
Candida biofilm: clotrimazole potentiators killing Candida biofilms, primary screen, with clotrimazole, Alamar Blue; 85,000 tested, 0.14% active; AID 834, 2007; C. albicans biofilm + clotrimazole; inhibition, % at 6 µM;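 active = inhibition above 20%; inactive = inhibition below 20%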;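 also: preformed 24 hr biofilms exposed to compound for 48 hr; 0% = biofilm without compound and 100% = blank killed by clotrimazole plus chlorhexidine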
* marks the source's active call; other numbers are inactive results; · = not tested or not shown; [ ] = dose if it differs, or a comment.

Structure | IL1B cytotox | TNFa cytotox | ERb coact inh | F-actin modifier | Smad3 inh | sEH activator | sEH inh | VCAM1 TNFa inh | Candida biofilm
O=C(NCC1CCCO1)C(c1ccc(F)cc1)N(Cc1ccc(F)cc1)C(=O)Cn1nnc(-c2cccs2)n1 (stereo unspecified) | 34 | -7 | -10 | -16 | -4 | -6 | 11 | -7 | 6
Cn1c(OCc2cccnc2)nc2c1c(=O)n(Cc1ccc(Cl)cc1)c(=O)n2C | 4 | 2 | -14 | -8 | -7 | -4 | 4 | 18 | 1
C=CCOC(=O)Nc1c(C(=O)OC)[nH]c2ccc(Cl)cc12 | 2 | -35 | -2 | 4 | 1 | -4 | 2 | 13 | -3
COc1ccc2oc(C(F)(F)C(F)F)cc(=O)c2c1 | -6 | 7 | -15 | 20 | -7 | -10 | 10 | 5 | -6
CS(=O)(=O)N1CCc2cc(S(=O)(=O)Nc3ccc4c(c3)OCCO4)ccc21 | -23 | -8 | · | -8 | · | 1 | 2 | -7 | ·
COc1cccc(CNc2nc3ccccc3n2CCN2CCCCC2)c1 | 22 | -9 | -11 | 3 | -4 | · | · | 9 | 0
O=C(NC1CCCCC1)N1CCN(C2CCCCC2)CC1 | -10 | -1 | -8 | 3 | 8 | -9 | 7 | 2 | 7
CC1(C)CN=C(NC2CCCCC2)S1 | · | · | -4 | · | -10 | -2 | 2 | · | -1

Full records as entered above:
`C=CCOC(=O)Nc1c(C(=O)OC)[nH]c2ccc(Cl)cc12` is listed with IL1B cytotox: 2; TNFa cytotox: -35; ERb coact inh: -2; F-actin modifier: 4; Smad3 inh: 1; sEH activator: -4; sEH inh: 2; VCAM1 TNFa inh: 13; Candida biofilm: -3
`O=C(NCC1CCCO1)C(c1ccc(F)cc1)N(Cc1ccc(F)cc1)C(=O)Cn1nnc(-c2cccs2)n1` (stereo unspecified) is listed with IL1B cytotox: 34; TNFa cytotox: -7; ERb coact inh: -10; F-actin modifier: -16; Smad3 inh: -4; sEH activator: -6; sEH inh: 11; VCAM1 TNFa inh: -7; Candida biofilm: 6
`CC1(C)CN=C(NC2CCCCC2)S1` is listed with IL1B cytotox: ·; TNFa cytotox: ·; ERb coact inh: -4; F-actin modifier: ·; Smad3 inh: -10; sEH activator: -2; sEH inh: 2; VCAM1 TNFa inh: ·; Candida biofilm: -1

Other results follow.
Structure | IL1B cytotox | TNFa cytotox | ERb coact inh | F-actin modifier | Smad3 inh | sEH activator | sEH inh | VCAM1 TNFa inh | Candida biofilm
Cc1nn(C)c(C)c1NS(=O)(=O)c1ccccc1 | -111 | -24 | -6 | 9 | -2 | 10 | -10 | 16 | 9
COc1cccc(-n2c(SCC(=O)OC(C)C)nnc2-c2cccnc2)c1 | 34 | -8 | -11 | -3 | 11 | -10 | 14 | -1 | 4
CCOC(=O)CSCc1c(C#N)c2ccccc2n1C | -30 | -20 | -6 | -21 | 0 | 17 | -18 | 8 | 0
O=C(CN1C(=O)NC(Cc2ccccc2)C1=O)NC(=O)NC1CCCCC1 (stereo unspecified) | -7 | -15 | -4 | -38 | -1 | -26 | 26 | 6 | 7
CC(C)n1nc(C(=O)OCC(=O)N(C)C2CCS(=O)(=O)C2)c2ccccc2c1=O (stereo unspecified) | 8 | -20 | 2 | -16 | -2 | 7 | -7 | 0 | 9
CC(C)c1nc(N2CCN(C(=O)c3ccccc3)CC2)c(C#N)c2c1COC(C)(C)C2 | · | · | -6 | 12 | 8 | 2 | -4 | -64 | 7
CCS(=O)(=O)N1CCC(C(=O)NCc2cccnc2)CC1 | -49 | 3 | -21 | 26 | 20 | · | · | -2 | 5
CCOC(=O)CCc1nc2ccccc2[nH]c1=O | 2 | -13 | 40[fluorescence artefact?] | 8 | -5 | 0 | -3 | 4 | -1
CC1CCN(S(=O)(=O)c2ccc(Br)s2)CC1 | -7 | 0 | -7[fluorescence artefact?] | 8 | 17 | 5 | -7 | 12 | 5
COc1ccc(C2CC(c3ccc(Cl)cc3)n3nc(N)nc3N2)cc1 (stereo unspecified) | 25 | 11 | -5 | 0 | 0 | 3 | -1 | -5 | -4
COc1cc(CC(=O)NCc2ccc3c(c2)OCO3)cc(OC)c1OC | -33 | -8 | -5 | 4 | 3 | -1 | 2 | 3 | 7
Cc1ccc(C)c2c1[nH]c1ccc([N+](=O)[O-])cc12 | -9 | -4 | 6 | -3 | -9 | -9 | 9 | 10 | 5
COc1cc(C(=O)Nc2nc3ccc4nc(C)sc4c3s2)cc(OC)c1OC | -22 | -30 | 28[fluorescence artefact?] | 7 | -4 | 0 | -1 | 1 | 7
COc1ccc(OCC(=O)NNC(=O)c2ccc(-c3ccccc3)cc2)cc1 | -27 | 1 | · | -5 | · | 14 | -15 | 11 | ·
CCOC(=O)c1sc(=S)sc1SCc1cccc(C(F)(F)F)c1 | -11 | -20 | 0 | 3 | 5 | 6 | -3 | 10 | 7
Cc1oc(CC(C)C)cc1C(=O)Nc1ccc(C(=O)O)cc1 | 0 | -45 | -2 | 5 | -5 | 8 | -7 | 18 | -6
O=C(NCCCn1ccnc1)C(=O)NCc1ccccc1 | 31 | 6 | -8[fluorescence artefact?] | -16 | 5 | 4 | -4 | 7 | 7
O=C(CCC(=O)c1cccs1)OCC(=O)N1CCN(S(=O)(=O)c2ccccc2)CC1 | 11 | -28 | 10[fluorescence artefact?] | 7 | -18 | -12 | 15 | 13 | 0
Cc1ccc(C(=O)N/C(=C\c2ccco2)C(=O)NCC2CCCO2)cc1C (stereo unspecified) | -1 | 10 | · | 13 | · | -7 | 7 | 3 | ·
Cc1c(NC(=O)c2cc(=O)[nH]c3ccccc23)c(=O)n(-c2ccccc2)n1C | -20 | 6 | -7 | 6 | 15 | 4 | -5 | 3 | -4
COc1cccc(NC(=O)CCN2CCN(C)CC2)c1 | -2 | -3 | -1 | -9 | 7 | · | · | 9 | 2
COc1ccc2nc(C)cc(C(=O)O)c2c1 | 7 | 1 | 21 | 11 | 3 | 9 | -10 | -10 | 5
COC(=O)C1=C(C)NC(=O)CC1c1cc(Br)ccc1F (stereo unspecified) | · | -16 | -5 | -14 | -1 | 4 | -4 | 9 | 7
COc1ccc(OC)c(-n2c(N)c(C(=O)NCC3CCCO3)c3nc4ccccc4nc32)c1 (stereo unspecified) | -9 | -34 | 7 | -16 | 4 | -1 | 0 | 7 | 9
COc1n[nH]c2nncnc12 | -8 | -21 | -3 | 7 | -2 | 2 | -2 | 12 | 9
COc1ccc(-c2c(C#N)c(N)nc3c2c(=O)n(C)c(=O)n3C)cc1Cl | -46 | · | -2 | 12 | 8 | -18 | 20 | -24 | 3
Cc1nn(Cc2ccccc2)c2sc(C(=O)NCc3cccnc3)cc12 | 3 | -21 | · | 24 | · | -6 | 5 | 0 | ·
CCOC(=O)N1CCN(C(=O)C2COc3ccccc3O2)CC1 (stereo unspecified) | 4 | -16 | -2 | -11 | -1 | · | · | 12 | -3
CCNC(=S)NNC(=O)c1ccoc1C | 1 | -14 | · | -8 | · | 2 | -3 | -6 | ·
O=S(=O)(c1ccccc1Cl)N1CCCC(c2nc(-c3cccnc3)no2)C1 (stereo unspecified) | 4 | -19 | -3 | 10 | 6[fluorescence artefact?] | -6 | 5 | -48 | 4
Brc1cccc(-c2nnc3sc(CNCc4ccco4)cn23)c1 | -30 | -26 | 8 | 6 | 9 | -8 | 7 | 2 | 10
C/C(N)=C(/C#N)C(=O)CSc1nc2cc(Cl)ccc2s1 | 26 | 58 | · | -38 | · | 10 | -11 | 45 | ·
Cc1nc2ccc(-c3ccccc3)cc2o1 | 10 | -5 | -8 | -20 | -13 | -6 | 4 | 12 | ·
Cc1cccc(C)c1NC(=O)N1CCN(C2CCCCC2)CC1 | 6 | 12 | -4[fluorescence artefact?] | -26 | 4 | 7 | -8 | -12 | 3
COCCNC(=O)C(c1ccc(C)o1)N(Cc1cccs1)C(=O)c1snc(C(N)=O)c1N (stereo unspecified) | -5 | -41 | -4 | 11 | -3 | -4 | 4 | 10 | 7
CCn1c2ccccc2c2nnc(SCC(=O)Nc3ccc4c(c3)OCO4)nc21 | -37 | -16 | 31[fluorescence artefact?] | 4 | -32 | -4 | 2 | 14 | 3
CCOc1ccc(-c2nnc(N)s2)cc1 | 23 | 10 | 7 | -7 | 9 | 6 | -5 | -7 | 4
Cc1cc(SCC(=O)c2ccccc2)nc(SCC(=O)c2ccccc2)n1 | 13 | 3 | -5 | -19 | -2 | 3 | -5 | 18 | 9
Cn1c(-c2ccccc2)cnc1SCC(N)=O | 3 | -35 | -4 | 17 | -1 | 0 | 0 | 6 | 7
Cc1cccc2cc(CN(Cc3ccco3)C(=O)NC3CCCCC3)c(=O)[nH]c12 | -31 | -21 | -2 | 15 | -2 | -16 | 16 | -1 | -3
CCOC(=O)C1CCN(C(=O)CSc2n[nH]c(=O)[nH]c2=O)CC1 | -43 | -10 | 6 | 12 | 8 | 9 | -6 | -8 | 5
COc1ccc(Nc2ncnc3c2oc2ccccc23)cc1 | -20 | -20 | -5 | -17 | 1 | 2 | -2 | -5 | 9
FC(F)(F)c1nnc2sc(-c3cccs3)nn12 | -15 | -28 | -8 | 3 | 1[fluorescence artefact?] | -6 | 6 | 26 | 7
CCOCC(=O)Nc1nc(-c2ccccc2)c(CC)s1 | -12 | -4 | 3 | -16 | 6 | 6 | -3 | -2 | 4
O=C(Oc1cccnc1)c1ccc(Cl)cc1 | 2 | -22 | 18[fluorescence artefact?] | 9 | 12 | · | · | 1 | 1

Not all compounds are listed, so the mix of outcomes need not match the whole.
